APJ antag = APJ receptor antagonism; P35414; CHO-K1 APJ beta-arrestin complementation, luminescence; inhibition, % at 20 µM; 0.32% of 330,000 active;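 active means inhibition above about 40% at 20 µM, limit read from the data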;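 further: cells challenged with 10 nM apelin-13 agonist together with compound; plate controls were apelin-13 plus DMSO wells for no effect and DMSO wells lacking apelin-13 for full effect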
Target sequence (P35414 whole entry, looked up): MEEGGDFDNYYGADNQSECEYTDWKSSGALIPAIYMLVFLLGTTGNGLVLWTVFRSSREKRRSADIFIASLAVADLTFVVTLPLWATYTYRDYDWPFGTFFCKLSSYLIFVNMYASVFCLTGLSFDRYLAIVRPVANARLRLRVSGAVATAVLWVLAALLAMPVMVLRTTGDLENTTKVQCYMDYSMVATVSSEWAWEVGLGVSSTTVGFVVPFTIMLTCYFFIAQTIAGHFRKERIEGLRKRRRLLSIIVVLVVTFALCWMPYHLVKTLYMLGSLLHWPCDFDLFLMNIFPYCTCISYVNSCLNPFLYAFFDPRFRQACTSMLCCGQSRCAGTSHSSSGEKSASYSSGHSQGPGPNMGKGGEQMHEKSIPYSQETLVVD
tim10-1 inh = growth inhibitors of tim10-1 mutant yeast | S. cerevisiae tim10-1 ts strain growth, BacTiter-Glo, 24 h | inhibition, % at 20 µM | 2.2% of 330,000 active;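 active means inhibition of at least 40%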;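 further: mutant grown at 25 °C; 0% = DMSO wells with yeast and 100% = wells holding no yeast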
MIN6 prolif = MIN6 beta-cell proliferation induction. MIN6 cells proliferation, ATPlite luminescence, 48 h; cells starved in 0.2% serum; 100% = growth in 10% serum. proliferation, % at 10 µM. 0.29% of 330,000 active. AID 2380;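 active means compounds whose signal lies at least 3.5 SD above the mean of all wells on their plate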;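 further: 0% = DMSO-treated cells in low-serum medium and 100% = 10% serum control; some compounds called inactive have numbers as strong as hits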
GRIN3A LBD mod = modulators (binders) of human NR3A ligand-binding domain; NR3A LBD differential scanning fluorimetry, Tm shift; 0% = protein alone, 100% = glycine-bound protein; Tm shift relative to glycine control, % at 25 µM; 2.5% of 340,000 active; AID 1259313;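 active means melting temperature shift of at least 10% of the positive control shift, at one fixed dose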
MPTP inh = inhibitors of mitochondrial permeability transition pore. isolated mouse mitochondria, Ca2+ swelling absorbance, 30 min. inhibition, % at 10 µM. 1.4% of 360,000 active. AID 602449;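 active means inhibition of 50% or more, scaled per plate between neutral and stimulator controls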;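 further: 0% = DMSO wells given calcium and 100% = 1 mM EGTA wells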
APJ ag = activates the human apelin receptor APJ; P35414; CHO-K1 APJ PathHunter beta-arrestin, luminescence; 0% DMSO wells, 100% apelin; activation, % at 20 µM; 0.11% of 330,000 active;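 active means activation more than six SD over the plate average, tested at 20 µM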;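 further: 0% = DMSO alone and 100% = apelin-13 at 10 nM; some results filed as inactive read as strong as hits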
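Assay system: CHO-K1 APJ beta-arrestin complementation cell line / Compound: single test compound dose, 20 µM final, 1% DMSO / Times: overnight seeding, 90 min compound at 25 °C, 1 h detection / Technique: beta-gal luminescence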
tim23-1 inh = inhibits growth of tim23-1 mutant yeast; S. cerevisiae tim23-1 growth, BacTiter-Glo luminescence, 24 h; 1.3% of 330,000 active; inhibition, % at 20 µM; AID 463212;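 active means growth inhibition of the mutant yeast at or above 50%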;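 further: temperature-sensitive mutant grown at 25 °C; plate controls were DMSO-treated mutant yeast for no effect and medium wells lacking yeast for full effect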
NLRP3 yeast inh = inhibitors of NALP3 inflammasome in yeast; Yeast reconstituted NLRP3/ASC/caspase-1, beta-gal luminescence, 24 h; inhibition, % at 10 µM; 0.39% of 330,000 active; AID 2825;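 active means inhibition of 50% or more; inactive means inhibition below 50%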;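 further: plate controls were induced DMSO wells for no effect and uninduced yeast grown without galactose for full effect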
TIM10 inh = inhibits growth of TIM10 yeast strain. S. cerevisiae TIM10 strain growth, BacTiter-Glo luminescence, 24 h. inhibition, % at 10 µM. 1.4% of 330,000 active. AID 463195;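 active means inhibition of 40% or more at the single tested concentration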;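 further: wild-type TIM10 isogenic control strain grown at permissive 25 °C; 0% = DMSO yeast wells and 100% = minimal medium wells without yeast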
* hit, by the source's call; · = no result given.

Structure	APJ antag	tim10-1 inh	MIN6 prolif	GRIN3A LBD mod	MPTP inh	APJ ag	tim23-1 inh	NLRP3 yeast inh	TIM10 inh
Fc1cnc(Cl)nc1N1CCN(c2ccccc2)CC1	0	-16	0	1	0.0	-2	-7	12	-18
O=C(CSc1ccccn1)Nc1cccc(S(=O)(=O)N2CCCC2)c1	3	7	2	1	-0.1	0	9	12	-1
CC(C)c1nc(NCC2CCCO2)c(C#N)c2c1COC(C)(C)C2 (stereo not drawn)	23	18	0	-1	-2.5	-2	-54	9	8
Cc1ccc(Nc2c(F)c(F)c(F)c(F)c2C(=O)O)c(C)c1	14	-6	-3	-26	-0.7	-3	4	5	3
Cc1ccccc1OCCNC(=O)/C=C/c1ccccc1	1	2	0	-30	1.8	0	10	18	-22
COc1ccccc1C(=O)NCC(=O)NNC(=O)C1COc2ccccc2O1 (stereo not drawn)	-58	-28	0	0	-0.2	-5	-10	13	-3
Cc1ccc(NC(=O)C2CC(c3ccc(F)cc3)=NO2)cc1 (stereo not drawn)	8	1	-3	0	-0.2	-3	-1	13	-5
Cc1nc(C)c(C(=O)C2=C(O)C(=O)N(CCN3CCOCC3)C2c2cccs2)s1 (stereo not drawn)	-9	8	0	1	-0.5	-3	6	5	5
COc1ccc(S(=O)(=O)N2CCOCC2)cc1NC(=O)COC(=O)C1COc2ccccc2O1 (stereo not drawn)	4	16	1	-6	-0.4	-5	-2	-7	-3
O=C(Nc1ccc(Cl)cc1C(F)(F)F)c1ccccc1	-15	30	0	1	1.7	-2	20	24	24
CC(C)Cc1ccc(C(C)C(=N)N)cc1 (stereo not drawn)	-8	16	-2	4	-0.5	-1	3	0	12
COc1cc2c(C(=O)N3CCN(C)CC3)c(C)n(-c3ccccc3)c2cc1Br	8	50*	-2	-1	-3.8	-1	21	3	20
CC(=O)c1c(C(C)=O)c(C)n(-c2nc(-c3cccs3)c(C)s2)c1C	14	24	5	12*	-0.8	-3	14	25	23
CCc1nn(-c2ccccc2)c(N)c1-c1ccc(OC)c(OC)c1	11	24	-2	1	0.8	-4	13	-1	-3
O=C(CSc1nnc(CNC(=O)c2c(F)cccc2Cl)o1)Nc1ccc2c(c1)OCO2	-34	13	-3	-2	0.1	-1	16	6	-9
O=C1C=C(c2ccccc2)OC(c2ccccc2)O1 (stereo not drawn)	1	21	-2	-4	2.2	-1	26	1	29
C/C(=N\NC(=S)Nc1ccc(F)cc1)C1CC1	14	-11	-2	-1	0.6	-3	2	-13	9
CC1CCC(NC(=O)CCS(=O)(=O)c2ccc3c(c2)oc(=O)n3C)CC1 (stereo not drawn)	16	8	-3	0	-0.1	0	20	12	-9
N#CCCN(Cc1cccnc1)C(=O)Nc1cccc(Cl)c1	17	17	-2	2	-1.4	-6	12	14	-1
O=C(O)CCSc1ncnc2sc(-c3ccccc3)cc12	7	0	-1	0	3.0	-3	16	19	29

The closing 2 records of the section before are carried over, then new ones follow.
Structure	APJ antag	tim10-1 inh	MIN6 prolif	GRIN3A LBD mod	MPTP inh	APJ ag	tim23-1 inh	NLRP3 yeast inh	TIM10 inh
N#CCCN(Cc1cccnc1)C(=O)Nc1cccc(Cl)c1	17	17	-2	2	-1.4	-6	12	14	-1
O=C(O)CCSc1ncnc2sc(-c3ccccc3)cc12	7	0	-1	0	3.0	-3	16	19	29
COc1cccc(CN2CCN(c3ccc(F)cc3)C2=O)c1	17	19	2	-1	-4.2	-4	-2	-11	18
Cc1cc(C(=O)CCC(=O)N(C)CC(=O)Nc2ccccc2Br)c(C)s1	-43	2	1	1	0.0	5	7	12	-11
CCCCOc1ccc(C(=O)NCC(=O)N2CC(C)CC(C)C2)cc1 (stereo not drawn)	-3	18	-1	2	-0.4	-2	22	19	0
COCCNC(=O)C(c1cccs1)N(C(=O)Cn1nnc2ccccc21)c1ccc2c(c1)OCO2 (stereo not drawn)	5	7	-1	1	-1.2	5	9	4	5
CC(C)(C)NC(=O)CCN1CCOCC1	-5	0	-1	2	0.7	-2	8	5	1
O=C(Nc1ccc(N2CCCCC2)cc1)c1cc([N+](=O)[O-])cc([N+](=O)[O-])c1	-10	20	-3	-1	3.5	0	-1	16	1
Cc1ccc(S(=O)(=O)N2CCN(C(=O)Cc3ccccc3)CC2)cc1C	-2	4	0	1	-1.6	-3	25	32	-3
COC1(OC)C(=N/O)/C(=N\O)CCC1O (stereo not drawn)	15	3	-1	0	-0.6	1	13	15	6
CCCN1CNC(=S)N(CC2CCCO2)C1 (stereo not drawn)	14	-5	-2	-3	-11	-3	-4	-2	-3
COc1ccc([C@H](NC(=O)OC(C)(C)C)C(=O)OC(C)(C)C)cc1	5	23	-4	0	0.0	-3	34	36	12
CCOC(=O)C1(Cc2ccc(OC)cc2)CCN(C(=O)c2ccc3[nH]ccc3c2)CC1	-6	10	-3	-3	3.3	-5	43	9	0
COc1cc(Br)cc(CN2CCN(C/C=C/c3ccccc3)CC2)c1O	-5	-34	-5	1	-1.3	-3	12	22	12
Cc1nc(NS(=O)(=O)c2ccccc2)sc1NC(=O)Nc1ccc(Cl)cc1	-11	13	-4	8	0.5	14	3	4	-7
Cn1c(Oc2ccc(F)cc2F)c(C=O)c2ccccc21	-3	-2	-1	0	-1.5	-2	22	-15	-5
C=CCN1C(=O)C(CC(=O)NCC)SC1=Nc1cc(Cl)ccc1Cl (stereo not drawn)	-2	22	-3	0	0.9	-1	16	8	7
O=[N+]([O-])c1ccc(-c2cn3c(n2)CCC3)cc1	1	-13	-1	1	-0.4	-3	-5	14	-8
Cc1ccccc1CN1CCN(CC(=O)NCc2ccccn2)C1=O	-1	11	-1	-2	-1.0	-2	0	6	-19
COc1cccc(CNCc2ccc3c(c2)OCO3)c1	4	-13	0	2	-0.1	-4	-7	21	-5
CCN1C(=O)N(CN2CCOCC2)C2C1N(CN1CCOCC1)C(=O)N2CC (stereo not drawn)	11	2	-1	-1	-1.0	-1	15	5	1
Cc1ccc(NC(=O)Cc2c(Cl)cccc2Cl)cc1S(=O)(=O)N(C)C	3	16	-2	-5	1.5	-1	2	-9	1

Marked active in GRIN3A LBD mod, among the entries above:
| SMILES | APJ antag | GRIN3A LBD mod | MPTP inh | NLRP3 yeast inh | TIM10 inh |
| --- | --- | --- | --- | --- | --- |
| CC(=O)c1c(C(C)=O)c(C)n(-c2nc(-c3cccs3)c(C)s2)c1C | 14 | 12* | -0.8 | 25 | 23 |

Continuation.
Structure	APJ antag	tim10-1 inh	MIN6 prolif	GRIN3A LBD mod	MPTP inh	APJ ag	tim23-1 inh	NLRP3 yeast inh	TIM10 inh
O=C(Nc1ccc([N+](=O)[O-])cc1)c1ccc(Cn2cc([N+](=O)[O-])cn2)cc1	3	1	-2	-1	13	4	-17	15	7
O=C(NCc1ccccc1)C1=C[C@H](c2ccc(C(F)(F)F)cc2)C[C@H](OCc2ccc(CO)cc2)O1	14	20	-8	0	-1.4	-8	15	27	8
CCNC(=O)c1cc(Br)ccc1Cl	-1	4	4	1	-1.5	-4	-2	-9	-17
CCOC(=O)C1(CCc2ccccc2)CCN(C(=O)CCc2cnccn2)CC1	1	14	2	2	0.7	-2	10	23	23
O=C1CN(C(=O)CSc2nc(-c3ccc(Cl)cc3)cs2)c2ccccc2N1	5	33	-3	0	3.3	-4	2	2	35
CN(CC(=O)Nc1cccc(F)c1)C(=O)c1csc2c1CCCC2	2	29	-7	0	-1.1	9	28	18	10
O=C(COc1ccc(S(=O)(=O)N2CCCCC2)cc1)NC1CCCCC1	7	22	-3	-4	-1.1	0	15	19	-6
COc1cccc2c(=O)n(CC(=O)N3CCCCCC3)ccc12	5	-16	2	4	-1.0	2	-1	14	-1
O=C(/C=C/c1cccs1)c1ccc(NC(=O)c2ccccc2F)cc1	-16	12	0	2	1.2	0	18	25	18
CCOC(=O)C1CCCNC1=O (stereo not drawn)	7	-2	3	1	1.1	-3	12	11	8
CC(C)N(C(=O)[C@H]1C[C@H](CC(=O)NCc2cccc(C(F)(F)F)c2)C(=O)N2CCc3c([nH]c4ccc(Cl)cc34)[C@]12C)C(C)C	·	24	·	0	-1.8	·	42	·	3
COc1ccc(CN(C)C(=O)Cc2c[nH]c3ccccc23)cc1	2	9	-4	1	-0.2	-1	22	15	20
COc1ccc(N(CC(=O)Nc2cccc(C(F)(F)F)c2)S(C)(=O)=O)cc1	9	22	-1	-11	3.5	-2	18	0	18
COc1ccc(C(=O)OCC(=O)NCCc2ccc(F)cc2)cc1S(=O)(=O)N1CCOCC1	-12	4	-4	-1	-3.3	-2	17	-5	6
CCCN1CN=C(Nc2nc3ccccc3o2)NC1	12	3	-2	-1	0.2	1	-3	6	3
CC(C)NC(=O)c1cc(=O)n(C)c(=O)n1C	-30	4	1	-1	-1.1	-4	14	1	-8
COc1ccc(C(=O)Nc2cccc(-c3cnc4ccccc4n3)c2)cc1	4	0	-1	6	-0.7	-3	4	8	-5
CCOC(Cn1ccc(=O)[nH]c1=O)OCC	5	-4	-1	0	1.7	0	8	5	-15
O=C(COC(=O)/C=C/c1ccc(OC(F)F)cc1)Nc1ccc2[nH]c(=O)[nH]c2c1	11	6	-1	0	-1.8	-1	9	7	-2
COc1ccc(OC)c(NC(=O)C2CCN(Cc3cnn(-c4ccccc4)c3-n3cccc3)CC2)c1	0	17	-2	0	21	-3	22	19	12
Cc1ccc(C(=O)OCC(=O)Nc2nc(-c3ccccc3)cs2)cc1NC(=O)c1ccco1	-3	12	-5	3	-0.8	1	8	-11	18
Nn1c(SCc2ccc([N+](=O)[O-])cc2)nc2ccccc2c1=O	-13	-9	-5	-4	1.4	-3	-5	17	-9

A different layout for 5 compounds above.
Below each SMILES – APJ antag | tim10-1 inh | MIN6 prolif | GRIN3A LBD mod | MPTP inh | APJ ag | tim23-1 inh | NLRP3 yeast inh | TIM10 inh
CC(C)N(C(=O)[C@H]1C[C@H](CC(=O)NCc2cccc(C(F)(F)F)c2)C(=O)N2CCc3c([nH]c4ccc(Cl)cc34)[C@]12C)C(C)C
→ · | 24 | · | 0 | -1.8 | · | 42 | · | 3
CCOC(=O)C1CCCNC1=O (stereo not drawn)
→ 7 | -2 | 3 | 1 | 1.1 | -3 | 12 | 11 | 8
O=C(/C=C/c1cccs1)c1ccc(NC(=O)c2ccccc2F)cc1
→ -16 | 12 | 0 | 2 | 1.2 | 0 | 18 | 25 | 18
COc1ccc(C(=O)OCC(=O)NCCc2ccc(F)cc2)cc1S(=O)(=O)N1CCOCC1
→ -12 | 4 | -4 | -1 | -3.3 | -2 | 17 | -5 | 6
O=C(NCc1ccccc1)C1=C[C@H](c2ccc(C(F)(F)F)cc2)C[C@H](OCc2ccc(CO)cc2)O1
→ 14 | 20 | -8 | 0 | -1.4 | -8 | 15 | 27 | 8

Screens as filed in PubChem.
